# PKA-R2B activ – activators of human PKA-R2B complex. activation, % at 11.4 µM. actives 0.079% (n = 340,000). P22694+P31323. PKA-R2B holoenzyme dissociation, Cy5-IP20 fluorescence polarization; R2B truncated from residue 108, S112A mutant; 0% DMSO only, 100% 113 µM cGMP;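 active means activation above a cutoff set at the mean over all compounds plus 3 SD, cut at about 18% in these data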;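 further: higher means more holoenzyme dissociation and a rise in polarization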
# Pemphigus Ab inh – blocks pemphigus antibody binding to human desmoglein-3; DSG3-coupled beads, scFv-anti-DSG3-GFP binding, flow cytometry; active compounds read low; binding (percent of control), % at 10 µM; actives 0.48% (n = 310,000); AID 588358;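 active means binding more than 3 SD below its plate's average and above zero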;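 further: hits lower antibody fragment binding to DSG3; some compounds called inactive have numbers as strong as hits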
# Target sequence (P32926 whole entry, looked up, the tested form may be a part): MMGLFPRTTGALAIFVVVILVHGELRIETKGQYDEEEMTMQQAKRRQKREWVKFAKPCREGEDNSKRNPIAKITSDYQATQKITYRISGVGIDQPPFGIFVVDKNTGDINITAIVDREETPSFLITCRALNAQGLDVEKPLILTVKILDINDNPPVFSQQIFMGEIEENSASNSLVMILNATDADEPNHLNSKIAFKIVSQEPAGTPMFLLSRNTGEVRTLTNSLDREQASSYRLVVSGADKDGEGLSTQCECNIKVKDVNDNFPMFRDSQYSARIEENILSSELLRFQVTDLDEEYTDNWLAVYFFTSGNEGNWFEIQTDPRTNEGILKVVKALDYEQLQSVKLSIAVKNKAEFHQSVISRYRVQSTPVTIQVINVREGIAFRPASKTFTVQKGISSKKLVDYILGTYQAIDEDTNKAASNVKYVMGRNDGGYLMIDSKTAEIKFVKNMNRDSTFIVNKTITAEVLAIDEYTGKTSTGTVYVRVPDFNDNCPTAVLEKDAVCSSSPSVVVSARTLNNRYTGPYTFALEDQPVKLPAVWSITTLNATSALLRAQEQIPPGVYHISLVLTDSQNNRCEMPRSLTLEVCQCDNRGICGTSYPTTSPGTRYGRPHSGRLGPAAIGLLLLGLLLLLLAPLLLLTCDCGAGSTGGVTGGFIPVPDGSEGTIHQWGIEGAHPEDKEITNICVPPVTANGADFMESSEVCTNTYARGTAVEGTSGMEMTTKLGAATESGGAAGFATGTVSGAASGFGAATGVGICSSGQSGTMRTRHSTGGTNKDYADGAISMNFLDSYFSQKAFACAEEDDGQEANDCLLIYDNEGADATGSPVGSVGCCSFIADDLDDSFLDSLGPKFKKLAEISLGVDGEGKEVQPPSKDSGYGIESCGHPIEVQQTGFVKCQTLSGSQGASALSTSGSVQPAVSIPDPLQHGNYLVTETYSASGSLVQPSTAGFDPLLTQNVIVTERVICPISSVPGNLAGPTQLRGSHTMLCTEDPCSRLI
# HTR5A inv ag – counter-screen for OPRM1-OPRD1 inverse agonists: human HTR5A inverse agonism. P47898. HTR5A cell line, luminescence. inhibition, % at 9.3 µM. actives 0.083% (n = 340,000); in the data active means inhibition mostly above about 23%, no sharp cut-off; inactive means mostly below about 18%;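 further: 0% = cells with DMSO and 100% = no-cell wells with DMSO; some compounds called inactive have numbers as strong as hits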
# PKA-R1A act – activates the PKA-R1A holoenzyme complex | actives 0.083% (n = 340,000) | activation, % at 11.4 µM | PKA-R1A dissociation, Cy5-IP20 fluorescence polarization; scaled: DMSO 0%, 113 µM cGMP 100%;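 active means percent activation above the mean of all tested compounds plus 3 SD, cut at about 19% in these data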;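 further: higher means more PKAc released from R1A so a rise in polarization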
# Arrestin-AP2 inh – blocks beta-arrestin peptide binding to AP2 adaptin; FITC-arrestin peptide / GST-AP2 beads, flow cytometry; AP2 beta2 appendage carries R879A mutation; inhibition, % at 10 µM; actives 0.31% (n = 340,000);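 active means inhibition above a set limit, near 3 SD of compounds lacking own fluorescence, cut at about 54% in these data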;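 further: plate controls were DMSO wells for no effect and 5 µM unlabelled arrestin peptide for full effect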
#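 Material – GST-tagged AP2 beta2-adaptin appendage (R879A) on 4 µm glutathione beads · Probe or stimulus – fluorescein-tagged arrestin peptide at 50 nM final · Timing – 12 min plus 1 h, RT · Detection – bead flow cytometry, FITC channel · Read-out basis – inhibition as reduced fluorescein signal on beads, percent · Medium – PBS plus Tween 20 (0.05%) and BSA (0.1%)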
# DAGLB inhibitor – diacylglycerol lipase beta (human) inhibition. actives 0.059% (n = 340,000). Q8NCG7. HEK293T DAGLB membrane lysate, EnzChek fluorogenic substrate. AID 504411. inhibition, % at 5.17 µM; in the data active means inhibition above about 34%;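 further: 0% = enzyme with vehicle and 100% = wells lacking enzyme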
# MOR-DOR ag – OPRM1-OPRD1 heterodimerization agonism; activation, % at 9.3 µM; AID 504326; cells, luminescence; actives 0.3% (n = 340,000); in the data active means activation above about 18%;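 further: 0% = vehicle-treated cells and 100% = reference agonist; values of inactives mirror those of a sister screen read the other way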
# HTR5A ag ctr – counter-screen for OPRM1-OPRD1 agonists: human HTR5A agonism. P47898. HTR5A agonist assay, luminescence, cell-based. activation, % at 9.3 µM. actives 0.61% (n = 340,000). AID 504692; in the data active means activation mostly above about 9.5%, no sharp cut-off; inactive means mostly below about 7.6%;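 further: 0% = cells with vehicle only and 100% = reference agonist; strong numbers were not always called active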
# V-ATPase pHluor – yeast V-ATPase proton transport regulation by pHLuorin | S. cerevisiae, pHLuorin cytosolic pH fluorescence | response, % at 10 µM | actives 0.37% (n = 350,000); in the data active means response mostly above about 7.3%, no sharp cut-off; inactive means mostly below about 5.4%; further: actives read high; inactives centre near 0; some compounds called inactive have numbers as strong as hits; reference of the scale not given here
# OPRM1-OPRD1 inv – mu-delta opioid heterodimer inverse agonism | P35372+P41143 | cell-based MOR-DOR heterodimer luminescence | inhibition, % at 9.3 µM | actives 0.21% (n = 340,000) | AID 504357; in the data active means inhibition above about 22%, passing the limit was not always enough;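 further: 0% = cells with DMSO and 100% = wells without cells with DMSO; values of inactives mirror those of a sister screen read the other way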
# An asterisk follows results filed as active; nt = not tested or not shown.
# The opening five entries, to show the layout:
SMILES,PKA-R2B activ,Pemphigus Ab inh,HTR5A inv ag,PKA-R1A act,Arrestin-AP2 inh,DAGLB inhibitor,MOR-DOR ag,HTR5A ag ctr,V-ATPase pHluor,OPRM1-OPRD1 inv
Cc1csc(Nc2nc(N)c(C(=O)Nc3ccccc3)o2)n1,-16.9,102.5,-12.9,-7.8,-9.2,-0.5,-2.5,3.6,-0.5,11.4
COC(=O)CC(=O)CSc1nc(C)cc(C)c1C#N,8.5,91.2,-10.2,-5.4,0.9,-1.8,-0.4,-1.9,-3.3,2.1
Cc1ccc2nc(SCC(=O)NCc3ccccc3Cl)nc(=O)n2c1,7.2,106.3,17.4,-5.3,-2.6,1.2,-1.0,-6.7,4.8,6.8
O=[N+]([O-])c1ccc(O)c(/C=N/Nc2nc3ccccc3[nH]2)c1,-0.3,94.3,-16.0,-1.0,-0.1,9.0,-1.1,6.0,-3.6,5.5
CC(=NCc1ccco1)c1c(O)n(C2CCCCC2)c(=O)[nH]c1=O,-1.1,95.9,-8.0,-4.3,5.4,3.8,-0.5,3.4,3.9,2.4

# The whole of this part, previewed entries included:
SMILES,PKA-R2B activ,Pemphigus Ab inh,HTR5A inv ag,PKA-R1A act,Arrestin-AP2 inh,DAGLB inhibitor,MOR-DOR ag,HTR5A ag ctr,V-ATPase pHluor,OPRM1-OPRD1 inv
Cc1csc(Nc2nc(N)c(C(=O)Nc3ccccc3)o2)n1,-16.9,102.5,-12.9,-7.8,-9.2,-0.5,-2.5,3.6,-0.5,11.4
COC(=O)CC(=O)CSc1nc(C)cc(C)c1C#N,8.5,91.2,-10.2,-5.4,0.9,-1.8,-0.4,-1.9,-3.3,2.1
Cc1ccc2nc(SCC(=O)NCc3ccccc3Cl)nc(=O)n2c1,7.2,106.3,17.4,-5.3,-2.6,1.2,-1.0,-6.7,4.8,6.8
O=[N+]([O-])c1ccc(O)c(/C=N/Nc2nc3ccccc3[nH]2)c1,-0.3,94.3,-16.0,-1.0,-0.1,9.0,-1.1,6.0,-3.6,5.5
CC(=NCc1ccco1)c1c(O)n(C2CCCCC2)c(=O)[nH]c1=O,-1.1,95.9,-8.0,-4.3,5.4,3.8,-0.5,3.4,3.9,2.4
COc1ccc(C)cc1N1CC(C(=O)Nc2ccccc2C(=O)NC2CC2)CC1=O (configuration not stated),10.4,nt,2.6,-5.8,4.2,3.2,0.8,-1.1,7.3,-3.3
O=C(NCCCN1CCOCC1)C(=O)N/N=C/c1ccccc1,-1.1,109.0,-8.6,0.1,3.5,3.3,0.3,3.0,-1.6,-2.2
Cc1nc2ccccc2c(=O)n1NC(=O)/C=C/c1ccccc1Cl,-0.7,89.4,-1.1,-5.2,1.1,2.1,-0.9,0.5,1.2,6.0
CCOC(=O)c1c(NC(=O)COc2ccccc2F)sc2c1CC(C)(C)NC2(C)C,-3.4,124.9,0.1,0.3,49.1,-3.7,5.2,-0.1,-2.6,-28.3
Cc1ccccc1NC(=O)c1cccc(S(=O)(=O)Oc2ccc([N+](=O)[O-])cc2)c1,3.8,87.8,-14.9,-11.9,8.8,1.0,1.5,-0.2,5.6,-8.8
CC(=O)c1ccc(OCCCC(=O)Nc2ccc(C)c(S(=O)(=O)N3CCCCC3)c2)cc1,-10.8,100.2,-5.6,2.6,-2.3,-3.6,1.2,2.0,-0.8,-7.7
COC(=O)c1cnn(-c2ccc(F)cc2F)c1/C=N/NC(N)=S,-2.8,nt,10.0,-2.1,14.8,1.8,-0.7,-3.8,-1.1,3.4
Cc1nn(-c2ccc(F)cc2)c(Cl)c1C(=O)OC(C)C(=O)N(C)C1CCCCC1 (configuration not stated),-2.4,107.3,9.6,10.3,27.0,-3.1,1.4,1.0,-4.6,-5.5
O=[N+]([O-])c1ccc(N2CCN(c3ccc(Cl)nn3)CC2)c(Cl)c1,-9.0,106.6,2.7,-3.8,-1.9,0.3,-2.0,0.2,-0.2,9.2
CC(C)(C)Cc1nnc(NC(=O)c2cc(-c3ccccc3)nc3ccccc23)s1,5.4,nt,6.5,5.8,-6.1,0.7,8.6,2.8,1.8,-43.2
O=C(COC(=O)c1cc(Cl)ccc1O)NCC1CCCO1 (configuration not stated),0.1,98.5,14.0,-9.2,-1.4,1.6,-4.2,3.3,4.0,20.5
N#CC1C=Cc2c(ccc3ccccc23)N1C(=O)c1ccccc1 (configuration not stated),3.6,nt,-8.8,-1.9,37.6,-3.0,-2.8,2.3,1.1,13.8
COc1ccccc1C(=O)Nc1cccc(N(C)S(C)(=O)=O)c1,3.4,111.2,4.4,-12.8,-6.9,-0.3,-3.2,-2.7,-2.2,13.3
O=C(COc1ccc(F)cc1)Nc1ccc(-n2cnnn2)cc1,4.0,95.7,8.4,-1.3,2.8,-0.6,0.2,-3.2,8.6,-1.0
O=C(CSc1nc(Nc2ccccc2)nc(N2CCOCC2)n1)N1CCc2ccccc21,-7.5,95.5,-4.7,-1.2,-3.8,-1.3,-0.9,1.3,1.3,4.8
CCC(c1nnc(SCC(=O)N2CCOCC2)n1C1CCCCC1)N(C)C (configuration not stated),-4.6,97.4,-4.9,4.3,-2.1,3.7,-0.8,1.7,2.0,4.0
COc1ccc(C2C3=C(CC(C)(C)CC3=O)N(CC(=O)O)C3=C2C(=O)CC(C)(C)C3)cc1OC,0.2,108.3,6.5,3.9,-8.5,-2.4,-2.8,-1.8,-0.6,13.4
Cc1ccccc1NC(=O)c1sc2nc3c(c(-c4ccco4)c2c1N)CCCC3,-10.0,nt,10.1,1.6,1.3,-0.8,0.3,-0.1,-0.2,-1.3
NS(=O)(=O)c1ccc(N/N=C/c2ccncc2)cc1,-17.1,133.8,-11.8,2.0,3.0,-1.9,1.3,-0.7,2.3,-10.8
c1cc2[nH]snc2c2nc(C3CC3)nc12,-1.4,99.8,-13.8,0.0,23.7,0.1,-1.0,5.0,-1.0,4.2
O=C(CC1C(=O)NCCN1Cc1cccc(C(F)(F)F)c1)NC1CCCCCC1 (configuration not stated),-12.9,106.9,5.1,-9.5,-0.1,1.4,-2.1,0.7,-1.2,11.3
C=CCN(c1ccccc1)S(=O)(=O)c1cccc(C(=O)O)c1,-0.5,98.2,3.0,-7.2,4.4,-0.3,-0.8,-1.4,5.6,4.3
CC1=C(C(=O)N(C)C)CC(CC(=O)NC2CCCCC2)C(=O)N1Cc1ccc(C(C)(C)C)cc1 (configuration not stated),2.7,110.4,nt,-26.1,nt,-1.9,nt,nt,-0.6,nt
CC[C@]12c3[nH]c4cc(CCC(=O)N(C)C)ccc4c3CCN1C(=O)[C@@H](CC(=O)NC(C)(C)C)C[C@@H]2C(=O)N1CCN(C(=O)c2ccco2)CC1,-2.8,92.4,7.7,6.7,8.9,0.4,-2.1,-2.2,-2.6,10.7
O=C(c1ccccc1-c1ccccc1)N1CCCCC1,-1.9,95.4,-22.7,0.0,-2.0,-2.1,-0.9,-7.5,-4.9,4.8
OC(COCc1ccc2c(c1)OCO2)CN1CCCCC1 (configuration not stated),-18.0,100.4,11.2,-8.1,-9.2,2.7,0.4,-2.0,-0.9,-2.1
O=C(CSc1ccccn1)Nc1ccc(N2CCOCC2)cc1,-6.2,78.2,8.8,3.1,-23.3,1.0,-1.1,-3.5,-3.6,4.8
COc1cc(NC(=O)CC(C)C)ccc1NC(=O)c1ccco1,-1.5,120.3,-5.6,-4.3,-4.9,-3.8,-2.1,5.8,-1.3,12.4
CCc1ccc(NC(=O)Nc2cnccn2)cc1,-4.1,109.4,-1.1,17.5,-1.8,-0.9,0.1,0.4,-2.2,-0.3
C=CCSc1nnc(NC(=O)CSc2nc(CCC)cc(=O)[nH]2)s1,-6.3,105.8,5.8,-2.2,23.1,0.4,-2.1,2.5,-2.3,9.3
O=[N+]([O-])c1cc(C(F)(F)F)cc([N+](=O)[O-])c1Sc1n[nH]c(C(F)(F)F)n1,-5.5,109.7,-49.9,-4.4,38.7,4.3,3.4,-6.0,1.0,-17.6
Cc1ccc2nc(-c3ccccn3)oc2c1,-5.8,98.7,-19.8,0.1,20.1,0.8,-0.9,1.2,-2.4,5.4
O=C(Cc1ccc(S(=O)(=O)N2CCCCC2)s1)Nc1ccc(F)c(F)c1,3.0,90.8,-5.6,-16.4,5.0,-1.6,4.5,2.1,2.1,-26.7
Cc1ccc(-c2nc3ccccc3[nH]2)cc1NC(=S)NC(=O)c1ccccc1Br,5.3,100.4,-0.7,-3.4,-3.9,-3.1,-0.6,0.2,1.3,3.1
CC1CCN(S(=O)(=O)c2ccc(Cl)s2)CC1,10.4,99.1,9.9,-8.1,19.8,-5.9,7.5,-2.8,-1.1,-42.6
Cc1ccccc1NC(=S)N(Cc1ccco1)C(C)c1ccccn1 (configuration not stated),-6.7,94.1,12.9,-11.3,-3.2,-0.5,-2.3,-1.9,-0.4,12.1
O=C(Nc1nc(-c2ccncc2)cs1)C1c2ccccc2Oc2ccccc21,-0.5,102.2,0.2,3.6,-1.2,-0.6,2.7,7.1,-0.6,-14.6
CCCc1cc(=O)oc2c(C)c(OC(C)C(=O)NCC(O)c3ccccc3)ccc12 (configuration not stated),4.4,100.8,13.4,3.8,-16.1,2.2,-1.6,-0.5,1.8,8.2
COc1cc(C(=O)NC(=S)NCc2ccncc2)cc(OC)c1OC,2.0,109.5,nt,-5.2,nt,-0.4,nt,nt,2.7,nt
COc1cc(Cl)ccc1OCc1cc(C(=O)N2CCN(c3ccccn3)CC2)no1,-4.8,103.6,3.4,-13.1,11.5,2.4,0.2,1.3,-4.3,-0.8
COc1ccc(CN(CC(O)COCc2ccccc2)S(=O)(=O)c2ccccc2Br)cc1 (configuration not stated),-7.7,108.2,0.5,-9.9,2.2,-4.8,-0.3,-0.1,1.6,1.2
O=C(NCc1ccc(Cl)cc1)C1CCN(c2cnccn2)CC1,-8.3,95.5,-21.5,5.2,-7.1,-2.2,-1.9,5.3,-1.4,9.6
CN1CCCC(n2nc(Cc3ccc(Cl)cc3)c3ccccc3c2=O)CC1 (configuration not stated),12.9,101.1,-26.5,2.7,12.1,-2.9,7.0,2.8,-3.8,-38.6
O=C(NCCc1cccc(Cl)c1)c1cccc(-n2cnnn2)c1,-1.1,108.2,-13.5,1.5,8.8,1.1,0.7,4.2,1.1,-4.8
CCOc1ccc(C2NC(=O)c3ccccc3O2)cc1OCC (configuration not stated),1.6,117.2,12.3,-3.6,9.9,-0.6,-1.9,-3.2,-2.5,9.3
O=C(N/N=C/c1ccc(N2CCOCC2)cc1)c1cccs1,-6.7,97.3,-10.8,7.2,10.1,5.7,-2.1,3.9,-0.1,10.9
COc1cccc(C(=O)NCC(=O)n2nc(C)cc2C)c1,-5.4,103.2,3.3,-17.1,2.1,-2.5,-2.2,-1.2,-0.5,11.8
COc1ccc([C@H]2CC(=O)C=C(c3ccc4ncccc4c3)C2)cc1,-2.4,100.1,-13.2,-9.3,3.6,-2.6,-2.0,0.4,-0.9,11.6
Cc1ccc(Oc2nn[nH]n2)cc1,8.7,100.9,-5.2,-5.2,9.4,0.2,-2.3,2.0,0.0,12.5

# High-throughput results from PubChem.
